Screening data deposited in PubChem BioAssay by several laboratories.
SMARCA2 activ = increases SMARCA2 function in MMTV reporter cells. MG213 cells, MMTV-luciferase reporter, dexamethasone, overnight. 370,000 compounds, 1% hits. activation, % at 9.1 µM. AID 652017; in the data active = activation above about 7.8%;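 note: 0% = vehicle wells and 100% = reference activator wells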
hgDAF-12 ag = activates the H. glycines DAF-12 receptor ligand-binding domain; HEK293 GAL4-hgDAF12 UAS-luciferase reporter, agonist luminescence; normalized to butyrate control; activation, % at 6.8 µM; 370,000 compounds, 1.8% hits; AID 687014;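 active = activation above a cutoff set at the mean of all screened compounds plus 3 SD, cut at about 10% in these data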;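 note: 0% = DMSO wells and 100% = sodium butyrate wells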
proKLK7 act = activators of human kallikrein-7 zymogen; purified proKLK7, EDANS-DABCYL substrate fluorescence; 100% is mature enzyme control, 0% vehicle; activation, % at 7 µM; 370,000 compounds, 0.9% hits;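 active = activation above the mean of all tested compounds plus 3 SD, computed per campaign excluding outliers beyond control limits, cut at about 13% in these data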
Target sequence (P49862 whole entry, looked up): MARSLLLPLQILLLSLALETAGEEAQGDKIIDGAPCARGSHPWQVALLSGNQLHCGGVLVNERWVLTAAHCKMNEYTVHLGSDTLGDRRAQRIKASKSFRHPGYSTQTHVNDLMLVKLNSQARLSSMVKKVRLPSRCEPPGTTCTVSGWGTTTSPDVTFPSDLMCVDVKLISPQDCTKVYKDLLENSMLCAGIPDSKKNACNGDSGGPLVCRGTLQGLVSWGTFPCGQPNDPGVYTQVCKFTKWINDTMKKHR
DAX1 inh-1 = inhibitors of DAX1 repression of SF-1 activated StAR promoter. HEK293T StAR-luciferase reporter, SF-1/DAX-1 repression relief. inhibition, % at 6.8 µM. 370,000 compounds, 1.1% hits. AID 652010;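 active = inhibition above the mean over all tested compounds plus 3 SD, cut at about 3.6% in these data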;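 note: 0% = DAX-1 cells with DMSO and 100% = cells lacking DAX-1 with DMSO; higher inhibition means more luminescence from relief of DAX-1 repression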
sPLA2-III inh = Blocks human group III sPLA2 activity. Q9NZ20. QFRET BODIPY PC-A2 liposome hydrolysis, fluorescence. inhibition, % at 12.2 µM. 370,000 compounds, 0.56% hits. AID 743126;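 active = inhibition above mean plus 3 SD of compounds lying within the high and low control bounds, cut at about 19% in these data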;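 note: 0% = median of test compound wells and 100% = no enzyme DMSO wells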
hcDAF-12 act = activators of H. contortus DAF-12 nuclear receptor. HEK293 hcDAF-12 lit1-tk-luc reporter, luminescence; 0% DMSO, 100% Δ7-dafachronic acid. activation, % at 6.8 µM. 370,000 compounds, 1.4% hits. AID 652067;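 active = activation above the mean of all tested compounds plus 3 SD, cut at about 5.5% in these data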;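 note: 100% = response to 3 µM Δ7-dafachronic acid high control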
FXN GAA850 act = frataxin GAA850 promoter activation; HEK293 lucGAA850 FXN promoter luciferase reporter, 24 h; percent of 10 µM SAHA response; 360,000 compounds, 0.56% hits; AID 540364; activation, % at 6 µM;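 active = activation above the average of all compounds screened plus 3 SD, cutoff fixed separately per campaign, cut at about 7.5% in these data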;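 note: 0% = DMSO wells and 100% = 10 µM SAHA wells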
GC-A act = GC-A (human) enzyme activation; P16066; HEK293 GC-A cells, cGMP TR-FRET, EC30 ANP; 0% at EC30 ANP, 100% saturating ANP; activation, % at 10 µM; 370,000 compounds, 0.14% hits; in the data active = activation above about 40%
ssDAF12 agonist = activates DAF-12 receptor from parasite S. stercoralis; HEK293 ssDAF-12/GRIP1 lit1-tk-luc reporter, luminescence; % of 3 µM dafachronic acid response; AID 652126; 370,000 compounds, 1% hits; activation, % at 6.8 µM;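 active = activation above the mean over all tested compounds plus 3 SD, cut at about 0.9% in these data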;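 note: 0% = DMSO-only wells and 100% = 3 µM delta7-dafachronic acid wells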
GC-B act = GC-B (human) receptor activation; P20594; HEK293-GC-B cells, CNP EC30, cGMP TR-FRET; 0% at EC30 CNP, 100% saturating CNP; activation, % at 10 µM; 370,000 compounds, 0.11% hits; AID 1920062;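 active = activation at 10 µM reaching about 35% in either raw or pattern-adjusted values, limit read from the data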
DAX1 inh-2 = inhibitors of human orphan nuclear receptor DAX1 (NR0B1); 340,000 compounds, 0.99% hits; HEK293 Gal4-DAX1 luciferase reporter, luminescence; AID 504766; inhibition, % at 6.75 µM; P51843;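 active = inhibition above the mean over all tested compounds plus 3 SD, cut at about 4.2% in these data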;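 note: 0% = DAX1-transfected cells with DMSO and 100% = empty-vector control cells with DMSO; inhibition shows as a rise in luminescence from relieved DAX1 repression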
Target sequence (P51843 207-470 limits assumed): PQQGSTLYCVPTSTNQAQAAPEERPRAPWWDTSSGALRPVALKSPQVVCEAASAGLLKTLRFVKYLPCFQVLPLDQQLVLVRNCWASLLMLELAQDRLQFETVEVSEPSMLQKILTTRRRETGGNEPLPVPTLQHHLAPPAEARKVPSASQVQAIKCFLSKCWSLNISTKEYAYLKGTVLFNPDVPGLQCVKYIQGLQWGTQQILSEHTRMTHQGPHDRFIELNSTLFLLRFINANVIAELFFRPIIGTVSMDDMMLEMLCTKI
* = called active by the depositor; nt = not tested or not shown.

SMILES	hgDAF-12 ag	proKLK7 act	FXN GAA850 act	GC-A act	ssDAF12 agonist	GC-B act	hcDAF-12 act	DAX1 inh-1	SMARCA2 activ	sPLA2-III inh	DAX1 inh-2
CCCC(=O)Nc1cc(OCC)c(NC(=O)NC2CCCCC2)cc1OCC	-1.2	-0.4	2.0	1.4	-0.4	4.9	0.1	0.0	2.5	-1.4	0.5
CCCS(=O)(=O)c1ncc(Cl)c(C(=O)Nc2ccc(S(=O)(=O)Nc3ncccn3)cc2)n1	0.7	3.7	-0.5	1.9	-0.9	4.4	-2.5	-0.8	-1.1	5.7	0.2
O=C(NC1CCCC1)C1CCN(S(=O)(=O)c2ccccc2)CC1	-1.8	-0.3	-0.2	-2.2	-0.1	-4.9	0.8	0.5	-1.8	11.1	0.2
CCSc1nc(N2CCOCC2)c2c(c1C#N)CC(C)(C)N(C)C2	2.3	3.7	3.2	4.5	-0.6	10.9	1.9	0.8	-2.1	0.1	0.2
O=C(COc1ccccc1Cl)N1CCN(C(=O)c2ccco2)CC1	-0.6	0.3	0.1	2.8	-1.0	0.0	-1.3	0.2	-3.7	3.5	0.4
COCCNC(=O)C1(C)CCCN(C(=O)c2ccc3ccccc3c2)C1 (stereo not given)	0.2	0.8	0.4	1.1	-1.8	-1.9	0.2	0.1	-0.6	-0.3	nt
COc1ccc(OC)c(NC(=O)N2CCCC(CNS(=O)(=O)c3cccs3)C2)c1 (stereo not given)	1.0	-0.4	1.7	-1.7	-0.2	-2.2	-0.7	-0.2	-3.1	-1.6	3.4
COCC(=O)N1CCN(c2ccc([N+](=O)[O-])cc2)CC1	-0.2	0.3	1.0	-2.3	-1.3	1.9	0.1	-0.5	1.0	7.5	1.5
CC(C)(C)c1ccc(C(=O)OCC(=O)NC2CC2)cc1	3.0	-0.5	2.1	-1.7	-1.0	5.3	-2.1	1.7	4.7	-0.3	0.6
CC1CN(C(=O)COC(=O)c2ccc(C#N)cc2)CC(C)O1 (stereo not given)	-1.3	-0.4	-0.1	4.5	-0.8	-2.2	-0.1	0.1	-1.7	11.8	0.0
CCN(C(=O)COC(=O)CNS(=O)(=O)c1ccccc1)c1ccccc1	2.1	0.5	-2.0	5.1	-2.1	0.9	-0.1	-0.4	-2.5	-2.5	0.3
COc1ccccc1N1CCN(C(=O)c2c(-c3c(F)cccc3Cl)noc2C)CC1	0.9	-0.2	-3.6	-2.7	-1.4	-6.6	-1.3	-0.6	-0.5	-4.2	0.2
OCc1ccccc1-c1cnc2sc(NCc3ccc(F)cc3)nn12	-2.8	-0.1	-0.6	-3.9	-1.1	0.4	-2.1	-0.9	-0.9	-7.5	nt
CCCC(=O)NCCc1cc2cc(C)c(C)cc2[nH]c1=O	1.9	-0.4	-1.0	4.4	-0.9	6.8	-1.4	0.4	-0.8	-1.4	0.6
O=C(N/N=C/c1ccccn1)c1c[nH]c2ccccc12	15.4*	-0.2	1.8	-0.8	0.0	-2.7	4.5	0.5	3.4	10.2	3.3
Cc1[nH]c2ccccc2c1C(=O)C(=O)N(C)C1CCCCC1	-0.2	-0.7	0.8	1.7	-1.5	4.0	-2.0	-0.5	-2.3	-6.6	0.0
Cc1ccc(OCC(=O)N/N=C2\CCOc3c(C)cccc32)cc1	-0.2	-8.7	-2.2	-1.3	-0.2	-3.3	1.4	0.9	-2.9	4.9	-0.1
CCC(=O)N1CCc2cc(S(=O)(=O)CCC(=O)NCc3ccc(C)cc3)ccc21	-0.6	0.3	-1.3	-1.4	-1.5	0.1	0.3	0.1	-0.7	-1.3	1.2
COc1ccc(C)cc1NC(=O)CN1C(=O)COc2ccc(S(=O)(=O)N3CCOCC3)cc21	-3.3	0.4	2.5	-2.5	-0.5	-3.8	-2.8	-0.1	-1.9	-3.9	0.3
Cc1cccc(NC(=O)CSc2nnc(C)c(=O)n2N)c1C	5.7	-0.8	0.6	0.2	-0.6	0.6	-0.5	-1.2	-3.5	-2.4	-0.1

Next section (2 carried over from the part before).
SMILES	hgDAF-12 ag	proKLK7 act	FXN GAA850 act	GC-A act	ssDAF12 agonist	GC-B act	hcDAF-12 act	DAX1 inh-1	SMARCA2 activ	sPLA2-III inh	DAX1 inh-2
COc1ccc(C)cc1NC(=O)CN1C(=O)COc2ccc(S(=O)(=O)N3CCOCC3)cc21	-3.3	0.4	2.5	-2.5	-0.5	-3.8	-2.8	-0.1	-1.9	-3.9	0.3
Cc1cccc(NC(=O)CSc2nnc(C)c(=O)n2N)c1C	5.7	-0.8	0.6	0.2	-0.6	0.6	-0.5	-1.2	-3.5	-2.4	-0.1
CCc1nc(N)c(C#N)c(-c2ccncc2)c1C	-2.2	0.8	4.3	1.6	-0.8	-2.6	0.4	0.0	-0.5	5.0	1.5
CCOc1ccc(OCCCC(=O)N(CC)CC(=O)Nc2c(F)cccc2F)cc1	-0.4	-0.2	-0.8	-0.4	-1.5	1.3	0.0	-0.9	4.6	0.5	0.1
Cn1c(=O)c2[nH]c(-c3cccnc3)nc2n(C)c1=O	0.1	-0.5	-1.7	-2.0	-1.5	-1.9	1.2	-0.5	-1.4	-4.0	1.5
Cc1cc(C)c(C#N)c(N2CCN(Cc3ccc4c(c3)OCO4)CC2)n1	-0.8	0.8	-0.7	0.5	-0.7	-2.1	-3.1	0.0	-2.1	4.6	-0.9
COc1ccc(C)cc1N(C)C(=O)Cc1c(C(=O)O)n(C)c2ccccc12	0.7	-0.3	1.9	2.8	-0.5	2.2	4.6	0.2	0.2	12.5	-0.2
CCc1ccc(Nc2nnc(SC3CCOC3=O)s2)cc1 (stereo not given)	1.0	-0.1	-0.5	47.9*	-0.9	0.7	0.4	1.1	-1.9	-54.7	0.5
COc1cc2cc(C(=O)N(C)C3CCS(=O)(=O)C3)[nH]c2cc1OC (stereo not given)	0.2	6.1	-1.6	1.2	-1.2	-1.1	-1.2	-1.1	-3.6	6.0	0.1
COc1ccc(Cl)cc1NC(=O)CCn1cnc2ccccc2c1=O	-0.7	0.3	0.3	-4.2	-1.4	-12.1	-1.3	0.2	-0.7	-7.1	0.7
CCn1c(=NC(=O)CN2C(=O)CCC2=O)sc2c(C)cc(C)cc21	0.4	0.2	-0.5	2.8	-0.7	4.0	2.6	-0.3	-0.7	-1.4	0.5
CCCc1[nH]n(-c2nc3ccccc3s2)c(=O)c1C=NCCN1CCOCC1	2.1	0.3	0.9	0.1	-0.1	-0.8	0.1	0.4	1.9	-7.3	3.0
Cc1nn(-c2ccccc2)c2[nH]c(=O)c(CNCc3ccc4c(c3)OCO4)cc12	-2.6	0.4	0.1	-3.0	-1.4	-5.5	0.3	-1.5	-3.0	-7.3	-1.3
NNC(=O)c1nnn(-c2nonc2N)c1-c1cccs1	-0.3	-0.3	0.7	2.8	-1.1	7.1	-3.5	-0.1	-5.5	-15.4	-0.4
CC1=C/C(=C/N(C)C)C(=O)O1	4.0	-0.8	-0.9	6.0	-1.2	-7.5	0.8	0.4	-2.3	10.3	-0.1
O=C(Nc1ccccc1)c1nnsc1S(=O)(=O)c1ccc(Cl)cc1	0.2	0.4	-7.8	32.7	-1.0	19.5	-1.5	-1.0	0.9	-2.1	-1.2
O=C(NCc1ccc2c(c1)OCO2)c1c[nH]c2ccc(S(=O)(=O)N3CCOCC3)cc2c1=O	0.1	-1.7	-1.4	-0.1	-1.3	-2.5	-1.7	-0.1	-6.6	-2.7	0.1
Cc1ccccc1OCC(=O)Nc1cccc(NC(=O)c2ccco2)c1	-0.4	0.1	0.5	3.2	-1.6	-16.4	-1.4	0.4	-0.4	-2.9	-1.5
COC(=O)CCCC1=CC2=CC(=O)C(C)(OC(=O)c3cccs3)C(=O)C2=CN1CCCOC(C)C (stereo not given)	0.1	0.4	0.3	2.8	-0.8	4.3	0.6	-0.2	-0.5	-2.3	0.7
COc1ccc2cc(C(=O)NC3CCCCC3)c(=O)oc2c1	-0.2	-0.6	-0.7	1.4	0.3	-0.1	-1.3	0.2	-0.5	-3.7	0.1
O=C(c1cc(COc2cccc(C(F)(F)F)c2)on1)N1CCSCC1	-1.5	0.1	0.2	-0.9	-1.6	0.6	1.2	-0.7	2.2	-4.2	-0.1
Cc1ccc(Cl)c(OC(=O)c2ccc(N3CCOCC3)c([N+](=O)[O-])c2)c1	-2.0	0.6	1.0	-0.5	-2.0	-1.5	-1.0	0.0	0.5	-2.1	-0.5
Cc1ccc(NCc2nnc(SCC(=O)N3CCCCC3)n2CC2CCCO2)c(C)c1 (stereo not given)	0.2	0.6	2.4	-1.0	-0.9	-0.2	1.0	-0.4	3.0	0.0	0.5
COC(=O)[C@H](CC(C)C)NC(=O)Cn1cnc(C(=O)Nc2ccc(C)c(C)c2)n1	8.9	0.3	1.6	8.8	0.6	6.1	2.4	0.8	-0.5	-2.4	-0.2
CN(C)c1ccc(/C=N/c2cc(-c3ccccc3)nn2-c2ccccc2)cc1	7.5	-0.3	7.3	nt	-0.1	nt	1.1	1.0	3.6	1.0	3.5
CC1CCCN(S(=O)(=O)c2cc(C(=O)NCc3ccco3)ccc2Cl)C1 (stereo not given)	-1.5	0.1	-0.2	2.4	-1.2	-1.4	-0.9	-0.5	-2.8	-11.3	0.6
COc1ccccc1C1C(C(=O)c2cc3ccccc3o2)=C(O)C(=O)N1c1cc(C)on1 (stereo not given)	0.7	2.7	-1.9	7.8	-1.0	-9.4	-1.3	-2.6	-0.9	-6.3	-0.5

Compounds were not picked by outcome; any-hit rate near 6.7%.
